Screening data deposited in PubChem by National Center for Advancing Translational Sciences (NCATS).
HADH2 inh – qHTS Assay for Inhibitors of HADH2 (Hydroxyacyl-Coenzyme A Dehydrogenase, Type II). Potency, µM (doses to about 57.1 µM), inactives show at the top dose activity change, negative = inhibition, actives largely listed as inhibitors. recombinant HADH2, NADH fluorescence, beta-hydroxybutyryl-CoA. 3.4% of 73,000 active. 3-hydroxyacyl-CoA dehydrogenase type-2 (Homo sapiens), Q99714. AID 886, 2007; note: potency is the fitted concentration of half-maximal effect; % is set by controls: 0 for no effect and ±100 for the full control effect; nearly all actives have a fitted effect of over 60% in size; many of its hits are not listed in these tables
Target sequence (Q99714 whole entry, looked up, one chain of several): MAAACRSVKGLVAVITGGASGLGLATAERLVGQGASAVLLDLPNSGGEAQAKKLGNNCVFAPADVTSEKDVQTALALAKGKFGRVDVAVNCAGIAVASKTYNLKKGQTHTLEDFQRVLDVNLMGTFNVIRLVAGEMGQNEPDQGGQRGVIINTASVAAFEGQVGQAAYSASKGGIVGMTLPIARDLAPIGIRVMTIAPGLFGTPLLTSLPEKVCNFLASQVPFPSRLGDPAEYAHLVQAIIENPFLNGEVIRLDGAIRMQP
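NADH fluorescence (ex 360/em 450 nm) read every 30 s for 4 min; activity taken as last-minus-first time point difference. Enzyme 20 nM, NAD+ 1 mM, beta-hydroxybutyryl-CoA 90 uM, pH 9.0 Tris buffer.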
ALOX15 inhib – qHTS Assay for Inhibitors of 15-hLO (15-human lipoxygenase). Polyunsaturated fatty acid lipoxygenase ALOX15 (Homo sapiens), P16050. purified 15hLO-1, xylenol orange hydroperoxide absorbance. Potency, µM (titrated, usually from 57.1 µM), for the others: top-dose activity change, negative = inhibition, actives largely listed as inhibitors. 1.4% of 74,000 active; note: potency is the fitted concentration of half-maximal effect; % is set by controls: 0 for no effect and ±100 for the full control effect; nearly all actives have a fitted effect of over 55% in size
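Inhibition is scored from a chromogenic endpoint. After 15 min enzyme-compound contact, arachidonic acid (50 uM final) reacts 6 min with 40 nM 15hLO-1 at room temperature, then Fe-XO reagent is added for 30 min and absorbance ratio recorded.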
HBB splice mod – qHTS Assay for Modulators of Hemoglobin Beta Chain Splicing; HBB splicing reporter cell assay, activation; EGFP reporter with mutant IVS2-654 intron; response scale: normalised to 500 nM splice-correcting PNA; Potency, µM (doses to about 46.1 µM), for inactives: at the highest dose activation, actives largely listed as activators; 0.06% of 65,000 active; AID 925, 2007; note: potency is the fitted concentration of half-maximal effect; 0% is about no effect
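Compounds were applied for 2 days to HeLa EGFP-654 cells, 500/well in Optimem with 2% FCS. The reporter's EGFP is disrupted by mis-splicing of beta-globin intron IVS2-654. Readout: summed well GFP fluorescence from 488 nm laser scanning; reference was 500 nM antisense […] 654 PNA.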
UbGFP stabilizer – Ubiquitin-GFP Assay; Ubiquitin-GFP reporter cells, proteasome inhibition, GFP fluorescence; response scale: untreated = 0%, 10 µM MG-132 = 100%; Potency, µM (top dose mostly 45.9 µM), inactives show top-dose activation (GFP accumulation), most hits filed as activators; 67,000 tested, under 10 active; AID 526, 2006; active = well fitted activation curve with a large enough effect, not every such curve was filed as active; inconclusive = small, poorly fitted or top-dose-only effect, or another doubt; inactive = no such curve, though single readings can be large or run the other way; note: potency is the fitted concentration of half-maximal effect
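U2OS cells stably expressing ubiquitin(G76V)-GFP, seeded overnight in 0.5% FBS medium, were exposed to compounds (qHTS, 46 uM to 2.9 nM) for 4 hr at 37 °C. GFP-positive cells were counted by laser cytometry (488 ex/515 em), normalized between basal and 10 uM MG-132.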
Tau filament bind – qHTS Assay for Tau Filament Binding | Microtubule-associated protein tau (Homo sapiens), P10636 | recombinant tau filaments, thioflavin S fluorescence, 15 h; filaments grown with octadecylsulfate alongside compound | Potency, µM (doses to about 57.1 µM), for the others: at the top dose activity change, negative = inhibition | 2% of 71,000 active;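 note: potency is the fitted concentration of half-maximal effect; % is set by controls: 0 for no effect and ±100 for the full control effect; actives lower thioflavin S fluorescence by blocking filaments or displacing dye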
Target sequence (P10636 whole entry, looked up): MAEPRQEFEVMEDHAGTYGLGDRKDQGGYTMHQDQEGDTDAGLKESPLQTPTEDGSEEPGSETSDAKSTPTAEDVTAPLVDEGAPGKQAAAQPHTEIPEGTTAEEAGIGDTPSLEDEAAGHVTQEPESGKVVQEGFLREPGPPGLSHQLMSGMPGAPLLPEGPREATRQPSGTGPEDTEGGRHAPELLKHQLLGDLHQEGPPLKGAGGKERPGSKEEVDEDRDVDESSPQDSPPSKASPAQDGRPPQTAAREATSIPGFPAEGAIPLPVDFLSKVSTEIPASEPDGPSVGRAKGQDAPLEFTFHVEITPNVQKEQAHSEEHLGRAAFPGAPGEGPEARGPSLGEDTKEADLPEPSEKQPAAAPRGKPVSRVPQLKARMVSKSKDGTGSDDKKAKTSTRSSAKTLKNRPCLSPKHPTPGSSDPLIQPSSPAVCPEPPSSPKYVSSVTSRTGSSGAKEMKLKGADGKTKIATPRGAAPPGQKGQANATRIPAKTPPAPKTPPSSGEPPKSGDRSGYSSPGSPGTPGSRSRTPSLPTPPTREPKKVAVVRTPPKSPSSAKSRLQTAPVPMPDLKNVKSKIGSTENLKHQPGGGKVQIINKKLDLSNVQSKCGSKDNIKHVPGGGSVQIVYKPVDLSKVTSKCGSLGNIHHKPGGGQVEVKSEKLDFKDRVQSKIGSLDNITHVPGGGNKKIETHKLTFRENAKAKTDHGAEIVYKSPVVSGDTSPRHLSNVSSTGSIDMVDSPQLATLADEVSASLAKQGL
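His-tagged recombinant human tau (exons 2, 3, 10; 1 uM final) fibrillized with 30 uM sodium octadecylsulfate, 15 h at 37 C, in pH 7.4 HEPES buffer with 10 uM thioflavine S and 5 mM DTT. Reduced ThS fluorescence (450/510 nm) marks activity.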
DNA Pol III inh – qHTS Assay for Inhibitors of DNA Polymerase III Holoenzyme System | reconstituted DNA polymerase III holoenzyme replication, biochemical | Potency, µM (top dose mostly 57.1 µM), for inactives: at the top dose activity change, negative = inhibition | AID 603, 2007 | 0.25% of 71,000 active; note: potency is the fitted concentration of half-maximal effect; % is set by controls: 0 for no effect and ±100 for the full control effect
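Reconstituted *E. coli* holoenzyme (0.35 nM Pol III, 1 nM beta, 154 nM SSB, 2 nM primase) was preincubated with compound for 15 min at RT. Synthesis on 1.4 nM ssM13Gori ran 35 min, then was stopped with PicoGreen/EDTA and read as dsDNA fluorescence.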
Luciferase inh – qHTS Assay for Inhibitors of Firefly Luciferase. Potency, µM (doses to about 57.1 µM), without a hit: top-dose activity change, negative = inhibition, hits mostly inhibitors. purified firefly luciferase, luminescence, 8 min. Luciferin 4-monooxygenase (Photinus pyralis), P08659. 2.2% of 72,000 active; note: potency is the fitted concentration of half-maximal effect; % is set by controls: 0 for no effect and ±100 for the full control effect; nearly all actives have a fitted effect of over 40% in size
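Firefly luciferase (PKLight detection mix) with 10 uM ATP in pH 7.2 imidazole buffer (KCl, MgCl2, Tween 20, BSA). Compounds tested across a concentration series (qHTS). Luminescence read after 8 min at ambient temperature.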
ERK AVP block – qHTS Assay for Inhibitors of the ERK Signaling Pathway using a Homogeneous Screening Assay; HEK293-V1b, vasopressin-stimulated pERK AlphaScreen; Potency, µM (highest dose often 57.5 µM), for inactives: top-dose activity, negative = inhibition, actives largely listed as inhibitors; 0.99% of 72,000 active; AID 995, 2007; note: potency is the fitted concentration of half-maximal effect; % is set by controls: 0 for no effect and ±100 for the full control effect; nearly all actives have a fitted effect of over 55% in size
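Overnight-seeded V1b-HEK293 cells in 1% FBS got compound, then vasopressin (25 nM final, 5 min, 37C), then lysis buffer. AlphaScreen detection of phospho-ERK; activity normalized to basal and full-stimulation controls.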
Hsp90 Hop PPI – qHTS Assay for Disrupters of an Hsp90 Co-Chaperone Interaction. AlphaScreen TPR2A-His6 binding biotin-Hsp90 C-terminal peptide. Potency, µM (highest dose often 57 µM), without a hit: at the top dose activity change, negative = inhibition. 0.44% of 71,000 active; active = well fitted curve in either direction with a large enough effect; inconclusive = small, poorly fitted or top-dose-only effect, or another doubt; note: potency is the fitted concentration of half-maximal effect; % is set by controls: 0 for no effect and ±100 for the full control effect; many of its hits are not listed in these tables
CRE-bla Fsk – Cell signaling CRE-BLA (Fsk stim); CHO CRE-bla reporter (cAMP response element driving beta-lactamase), forskolin EC10, beta-lactamase ratio; Potency, µM (top dose mostly 38.2 µM), without a hit: top-dose activity change, negative = inhibition, actives largely listed as activators; 2.5% of 71,000 active; active = well fitted activation curve with a large enough effect in the signal ratio, with a control signal flat, not every such curve was filed as active; inconclusive = small, poorly fitted or top-dose-only effect, or effect the other way, or a change in a side signal; the % refers to the signal ratio; note: potency is the fitted concentration of half-maximal effect; % of control where 0% means no effect
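Modulation of forskolin-driven signalling is measured in CHO cells carrying a CRE-controlled beta-lactamase reporter. Cells are stimulated with EC10 NKH 477 in the presence of titrated compound for 3 h at 37 °C, then loaded with CCF4 for 2 h at room temperature.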
GFP derepression – qHTS Assay for Epigenetic Modulators | mouse C127i GFP locus derepression, cytometry, 30 h | Potency, µM (top dose mostly 46.1 µM), without a hit: at the highest dose GFP derepression (activation) | AID 597, 2007 | 0.09% of 68,000 active; note: % of control where 0% means no effect
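Read-out is the number of GFP-positive cells, scored as fluorescent objects 20 to 120 um wide, reflecting derepression of a silenced CMV-GFP reporter in murine C127i cells after 30 h compound exposure at 37 C.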
Active calls of the source: *; i = inactive; ? = inconclusive; . = no result given; & = joins results of further samples; [ ] = remark or other dose. Unless noted, calls come from the whole dose curve; as a rule, active = well fitted curve in the direction sought with a large enough effect; inconclusive = small, poorly fitted or top-dose-only effect, or another doubt; inactive = no such curve, though single readings can be large; an effect the other way counts as inactive or inconclusive.

SMILES	HADH2 inh	ALOX15 inhib	HBB splice mod	UbGFP stabilizer	Tau filament bind	DNA Pol III inh	Luciferase inh	ERK AVP block	Hsp90 Hop PPI	CRE-bla Fsk	GFP derepression
O=C(c1ccco1)N1CCC2(CCN(Cc3ccccc3)CC2)CC1	4%	-7%	3.2%	-11%	-2%	-4%	1%[11.4 µM]	3%	1%	0%	2%[9.22 µM]
COc1ccc(NC(=O)CSC2=NC(=O)CC(C)=N2)cc1	-4%	5%	0.3%	2%	0%	-4%	1%	12%	-2%	-5%	2%
COc1ccc(OC)c(NC(=O)C(CC(C)C)NC(=O)C2CCCCC2)c1 (centres undefined)	-2%	-6%	-1.3%	-7%	?	8%	-4%	-3%	-6%	?	-1%
COc1ccc2[nH]c(=O)c(CN(Cc3nnnn3Cc3ccco3)C3CCCCC3)cc2c1	?	6.3µM*	.	-3%	62%	-17%	-5%	-4%	-11%	-3%	1%
Cc1cccc(C(=O)NC2CC3CCCC(C2)N3C(=O)NC2CCCCC2)c1 (centres undefined)	3%	0%	.	-2%	-16%	-3%	0%	-1%	-2%	-3%	2%
Cc1ccc2c(NC(=O)C3CC3)cccc2n1	-4%	3%	.	-6%	-2%	-5%	0%	3%	-4%	-5%	-1%
CC1CCN(Cc2nc3c(c(=O)n(C)c(=O)n3C)n2CCc2ccccc2)CC1	-3%	6%	1.4%[0.369 µM]	.	0%	-4%	0%	-1%	-5%	3%	19%
Cc1scc(C(=O)Nc2ccon2)c1-c1ccccc1	-3%	-5%	-0.7%	8%	-9%	-1%	0%	-6%	0%	0%	-3%
COc1ccccc1-c1nccc(Nc2ccc(F)cc2)n1	9%	-17%	-0.6%	-4%	16µM*	-8%	0%[2.29 µM]	-29%	3%	2%	-2%[9.22 µM]
CCOc1ccc2[nH]c(C)c(CN3CCCCC3)c(=O)c2c1	55%[activator]	0%	-0.7%	17%	-12%	2%	1%	-3%	?	?	1%
CCN(CC)C(=O)C1CCN(Cc2ccc(Br)cc2)CC1	12%	8%	-1.4%	-5%	-6%	-1%	0%	14%	0%	?	0%
CO[C@H]1COC(=O)[C@H](C)NC(=O)[C@@H](C)COC(=O)C/C=C\[C@@H]1C	1%[11.4 µM]	3%[11.4 µM]	0.1%[9.22 µM]	.	.	.	-1%[11.4 µM]	7%[11.5 µM]	.	.	.
O=c1[nH]c(=O)n(CCO)c2nnn(Cc3ccccc3)c12	-7%	4%	.	-4%	4%	-7%	1%	3%	0%	-1%	0%
CCCc1cc(=O)n2[nH]c(CCc3ccccc3)nc2n1	5%	-9%	-3.2%[57.5 µM]	-1%	-11%	7%	1%	-7%	6%	-5%	6%
O=C(C1CCN(S(=O)(=O)c2cccs2)CC1)N1CCCCCC1	4%	-1%	0.6%	6%	-6%	-1%	2%	10%	2%	?	1%
Cc1cccc(C)c1NC(=O)CSCCO	4%	-18%	-6.8%	-7%	-8%	2%	4%	4%	-1%	?	-2%
O=C(NC1CCC(NC(=O)C(F)(F)C(F)F)CC1)C(F)(F)C(F)F (centres undefined)	-18%	10%	0.0%	6%	9%	0%	1%	0%	-10%	2%	2%
COc1ccccc1-n1c(CNC(=O)c2ccccc2)nnc1SCC(=O)Nc1nnc(C)s1	-5%	6%	-0.2%	-3%	7%	-8%	3%	.	?	0%	.
c1ccc(CC2CNc3ccccc3CN2)cc1 (centres undefined)	-6%	0%	-5.4%[0.369 µM]	3%	-29%	4%	0%	-7%	-13%	14%	2%
CCC(C)NS(=O)(=O)c1cccs1 (centres undefined)	9%	12%	2.7%	18%	2%	1%	2%	-1%	-4%	?	0%
O=c1cc(-c2ccccc2O)oc2cc(O)cc(O)c12	-23%	-8%[25.6 µM]	.	6%	?	-9%	-27%[11.4 µM]	?	-7%	?	0%[9.22 µM]
CC(C)C(c1nnnn1C1CCCC1)N1CCN(C(=O)c2ccco2)CC1 (centres undefined)	1%	5%	0.3%[57.5 µM]	0%	20%	-1%	1%	15%	1%	2%	-3%
Cc1cc(NC(=O)CCOc2ccccc2)no1	-23%	-3%	-0.6%	-2%	14%	-1%	0%	-7%	-2%	-6%	-3%
C/C(=N\O)C1(C)N(O)C(C)(C)C(c2ccc(Br)cc2)=[N+]1[O-] (centres undefined)	5%	2%	-3.8%	-3%	-8%	3%	2%	-10%	-5%	17%	0%
CCN(CCCNC(=O)C1CCN(S(=O)(=O)c2c(C)[nH]c(=O)[nH]c2=O)CC1)c1cccc(C)c1	2%	?	-1.3%	2%	-17%	-2%	0%	16%	-2%	-8%	7%
O=C(Nc1cccc(F)c1)N1CC2(CCN(C(=O)c3ccncc3)CC2)C1	10%	10%	-3.4%	-9%	-7%	-7%	0%[11.4 µM]	7%	?	-1%	0%[9.22 µM]
COc1ccc(S(=O)(=O)CCc2nc3ccccc3s2)cc1	-2%	1%	-0.9%[9.22 µM]	-8%	-4%	-5%	2%	9%	0%	-7%	-2%
CC1Cc2ccccc2N1C(=O)CSc1nnc2n1C(C)(C)Cc1ccccc1-2 (centres undefined)	-6%	?	0.0%[57.5 µM]	0%	i	-4%	-1%	3%	-7%	?	1%
CN(C)C(=O)c1ccc(-c2cc(-n3ccnc3)ncn2)cc1	?	25µM*	-1.4%	-5%	-8%	-6%	1%[2.29 µM]	0%	-6%	1%	0%[9.22 µM]
CCCC[C@H]1C(=O)N(c2ccccc2)N(c2ccc(O)cc2)C1=O	-44%[25.6 µM]	-8%[25.6 µM]	0.4%[20.6 µM]	2%[20.5 µM]	-14%[25.6 µM]	-3%[25.6 µM]	-11%[25.5 µM]	?	-4%[26 µM]	?	2%[20.6 µM]
COc1ccc(NC(=O)Cn2nnc(C(N)=O)c2N)c(OC)c1	-4%	2%	3.2%	-2%	5%	-3%	-1%	-1%	-8%	-8%	0%
CCOC(=O)c1ccc2[nH]cc(C(C)=O)c(=O)c2c1	?	6%	-0.8%	8%	22%	1%	-4%	22%	-6%	?	-1%
Cc1cc(C)c2c3c(c(-c4ccccc4)n2n1)c(=O)n(C)c(=O)n3C	-2%[11.4 µM]	0%[11.4 µM]	-0.6%[0.0738 µM]	7%[9.17 µM]	27%[11.4 µM]	-4%[11.4 µM]	2%	-22%	-5%[11 µM]	?	22%
COc1cccc(-c2ccc(-c3noc(-c4ccccc4F)n3)c(OC)n2)c1	16µM*	1%	-2.4%	-3%	9%	-2%	2%	36%[activator]	1%	-3%	9%
Cc1nnc(NC(=O)C2CCN(c3cnccn3)CC2)s1	3%	6%	0.3%	3%	2%	-4%	2%	-22%	-4%	-13%	-2%
O=C(O)c1cc(=O)c2ccc(Cl)cc2[nH]1	25%&-6%	-23%[25.6 µM]	-0.2%	-4%&0%	?	-6%&1%	-1%&1%	?	-6%&-2%	?	2%&3%
COC(=O)c1cccc(S(=O)(=O)N2CCC(NC(=O)NC34CC5CC(CC(C5)C3)C4)CC2)c1	-3%	-25%	.	10%	-8%	-10%	2%	-18%	-1%	-4%	1%
COc1cccc(C(=O)OCn2nnc3ccccc3c2=O)c1	-3%	0%	-0.8%	-2%	-17%	0%	0%	19%	12%	?	1%
C=CCN(CC=C)C(=O)Cc1ccc(F)cc1	-9%	-1%	-1.5%	1%	-6%	-5%	0%	-7%	-2%	-8%	0%
O=C(CSc1ncccn1)NCc1ccccc1Cl	-6%	-3%	-3.3%	1%	-5%	0%	-7%	?	-9%	-15%	0%

A portion of the library, so the mix of outcomes need not match the whole.
